# Source: PubChem (Sanford-Burnham Center for Chemical Genomics)
# SUMO1-SIM PPI: modulators of human SUMO1-mediated protein-protein interactions. SUMO1 binding to a labelled peptide, TR-FRET, 1 h. inhibition, % at 20 µM. 360,000 compounds, 0.33% hits; in the data active means inhibition above about 37%
# MT1-MMP act inh: blocks activation of human MT1-MMP; AID 651647; GFP/RFP ratio change, % at 20 µM; HT1080 RFP-PRO-GFP cells, GFP/RFP ratio fluorescence, overnight; percent of plate control window, DMSO zero; 360,000 compounds, 0.061% hits;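 active means GFP/RFP ratio change of at least 30% with cell ATP level not reduced by more than half and red fluorescence within 50% of control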; further: strong numbers were not always called active
#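 Compound: 20 µM single dose, 1% DMSO / System: HT1080 RFP-PRO-GFP cells / Controls: DMSO and RFP-L50D-GFP cell wells / Read-out basis: GFP/RFP fluorescence ratio / Schedule: overnight compound exposure at 37 °C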
# DNMT1 inh: inhibitors of human DNMT1; 360,000 compounds, 0.83% hits; P26358; DNMT1 molecular beacon, Hinp1I cleavage, fluorescence; AID 588458; inhibition (reported as % activation of signal), % at 10 µM; in the data active means inhibition above about 50%
# SKN-1 inh: inhibitors of C. elegans SKN-1; C. elegans VP596 Pgst-4::GFP/RFP ratio, acrylamide-induced, 24 h; inhibition, % at 21.8 µM; 360,000 compounds, 0.49% hits; AID 624304;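 active means interference check ratio from 0.5 to 1.5 plus GFP to RFP signal ratio inhibition reaching or exceeding a fixed threshold, cut at about 30% in these data, passing the limit was not always enough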; further: some compounds called inactive have numbers as strong as hits
# Rpn11 block: inhibitors of human proteasome Rpn11; O00487; human 26S proteasome, Ub4-pepOG fluorescence polarization; 20S core pre-blocked with epoxomicin; calls only at 20 µM; 360,000 compounds, 0.59% hits;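 active means inhibition at 20 µM, scaled to each plate's controls, above about 33%, limit read from the data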
# STEP block: inhibitors of human striatal-enriched phosphatase STEP. inhibition, % at 20 µM. P54829. recombinant STEP, OMFP fluorogenic substrate, fluorescence. 360,000 compounds, 0.25% hits;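 active means inhibition at 20 µM, scaled per plate between control wells, above about 37%, limit read from the data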;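 further: 0% = DMSO with enzyme and substrate and 100% = substrate only without enzyme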
#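 Test system: STEP tyrosine phosphatase / Reagent: OMFP at 25 µM / Doses: 20 µM, 1% DMSO / Read-out: percent inhibition scaled to no-enzyme and uninhibited-enzyme controls, plate-pattern corrected / Detection: FITC-channel fluorescence of OMFP product / Medium: Bis-Tris buffer pH 6.0, 2.5 mM DTT, 0.005% Tween 20 / Schedule: 20 min at room temperature, dark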
# Scp1 inh: blocks human Scp-1 phosphatase activity | Q9GZU7 | inhibition, % at 20 µM | 340,000 compounds, 0.88% hits | Recombinant Scp1, phosphopeptide, malachite green phosphate absorbance;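 active means inhibition above about 50% at 20 µM, limit read from the data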;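 further: plate controls were DMSO wells with enzyme for no effect and wells lacking enzyme for full effect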
#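 Incubation: 45 min enzyme reaction at room temperature / System: truncated SCP-1 phosphatase (76-261aa) / Reagent: Phospho 17-mer peptide substrate / Buffer or medium: Acidic Tris acetate buffer with magnesium and detergent / Signal: absorbance at 630 nm / Doses: one concentration, 20 µM, with 1.0% DMSO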
# NRP1-CendR mod: NRP-1/CendR interaction modulation | FAM-RPARPAR peptide binding to NRP-1, fluorescence polarization | AID 602438 | 360,000 compounds, 0.85% hits | O14786 | inhibition, % at 25 µM;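 active means inhibition or corrected inhibition above about 18%, plus a signal ratio from 0.5 to 1.5, limit read from the data, passing the limit was not always enough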; further: strong numbers were not always called active
# Target sequence (O14786 whole entry, looked up): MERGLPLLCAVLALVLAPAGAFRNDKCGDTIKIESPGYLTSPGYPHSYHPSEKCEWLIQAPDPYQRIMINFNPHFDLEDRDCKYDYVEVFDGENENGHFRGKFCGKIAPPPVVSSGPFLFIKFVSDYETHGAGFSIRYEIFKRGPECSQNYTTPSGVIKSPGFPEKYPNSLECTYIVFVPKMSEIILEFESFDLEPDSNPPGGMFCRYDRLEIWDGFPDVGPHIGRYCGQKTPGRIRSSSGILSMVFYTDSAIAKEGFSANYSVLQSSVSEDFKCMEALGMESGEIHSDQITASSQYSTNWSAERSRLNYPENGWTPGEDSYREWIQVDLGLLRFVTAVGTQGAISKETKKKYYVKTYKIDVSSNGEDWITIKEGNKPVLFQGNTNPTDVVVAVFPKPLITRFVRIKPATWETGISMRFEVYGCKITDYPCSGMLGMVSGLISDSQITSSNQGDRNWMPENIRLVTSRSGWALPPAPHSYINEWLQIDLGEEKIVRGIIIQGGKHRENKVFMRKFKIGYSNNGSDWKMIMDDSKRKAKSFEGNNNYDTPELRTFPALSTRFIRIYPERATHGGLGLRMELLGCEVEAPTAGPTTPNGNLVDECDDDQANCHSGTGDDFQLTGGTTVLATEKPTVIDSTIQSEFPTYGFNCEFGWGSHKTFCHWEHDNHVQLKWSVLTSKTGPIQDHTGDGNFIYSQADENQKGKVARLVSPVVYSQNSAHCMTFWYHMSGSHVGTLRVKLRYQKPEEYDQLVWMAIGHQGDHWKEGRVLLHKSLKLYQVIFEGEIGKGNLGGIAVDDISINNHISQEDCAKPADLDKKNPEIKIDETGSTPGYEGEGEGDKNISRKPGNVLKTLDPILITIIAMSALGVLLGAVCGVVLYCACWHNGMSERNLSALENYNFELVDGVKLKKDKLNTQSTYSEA
# LMPTP inh: blocks human LMPTP phosphatase. P24666. recombinant LMPTP-A, OMFP fluorogenic substrate, fluorescence intensity. inhibition, % at 20 µM. 360,000 compounds, 0.22% hits. AID 651560;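 active means compounds that cut the enzyme signal by at least half of the control window in the single-dose screen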;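 further: plate controls were DMSO wells with enzyme plus substrate for no effect and substrate without enzyme for full effect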
# Target sequence (P24666 whole entry, looked up): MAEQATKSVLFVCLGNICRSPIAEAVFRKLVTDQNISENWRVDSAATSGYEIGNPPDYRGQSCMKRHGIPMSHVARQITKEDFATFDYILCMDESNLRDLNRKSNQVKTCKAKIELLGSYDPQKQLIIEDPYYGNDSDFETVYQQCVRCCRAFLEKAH
#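 test system = LMPTP-A | amount = 0.625 nM LMPTP-A final | reagent = fluorogenic phosphatase substrate OMFP at 400 µM final | incubation = 50 min at room temperature | benchmarks = no-enzyme low control, uninhibited high control | medium = Bis-Tris pH 6.0, DTT, detergent | signal = fluorescence intensity of OMFP turnover product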
# NadD inh: NadD (S. aureus) enzyme inhibition. purified NadD enzyme, colorimetric absorbance read-out. inhibition, % at 20 µM. 360,000 compounds, 0.78% hits; in the data active means inhibition above about 26%; further: some compounds past the cut are filed as inactive
# An asterisk follows results filed as active; i = inactive; nt = not tested or not shown; + = active, no number. Compounds were not picked by outcome (roughly 3.9% active in at least one column).
SMILES,SUMO1-SIM PPI,MT1-MMP act inh,DNMT1 inh,SKN-1 inh,Rpn11 block,STEP block,Scp1 inh,NRP1-CendR mod,LMPTP inh,NadD inh
COc1ccc2c(c1)Cc1sc(NC(=O)c3ccco3)nc1-2,-4,1,-28,22,+,14,-6,7,2.6,-2
Cc1ccc(C(C)C)c(OCC(=O)Nc2ccc(Cl)cn2)c1,-3,-18,7,7,i,0,0,-4,3.9,16
Nc1nnc(COc2ccccc2)s1,2,0,-1,7,i,1,1,-11,0.0,-1
c1coc(CN=C2NC(=NCc3ccco3)c3ccccc32)c1,-5,-7,-3,9,i,-1,-4,-54,2.8,4
CC(=O)c1ccc(NS(=O)(=O)Cc2ccccc2)cc1,-1,-1,1,6,i,0,-3,8,-0.4,2
Nc1ncnc(Nc2ccc(F)c(Cl)c2)n1,4,4,-4,-2,i,3,3,-4,-1.5,-7
O=C(Nc1ccccc1)c1cc(S(=O)(=O)N2CCCCC2)ccc1N1CCOCC1,-3,3,-5,3,i,-3,-9,14,-0.8,0
COCCNC(=O)c1cccc(NC(=O)C2=C(C)OCCS2)c1,-1,-2,-1,10,i,-4,-6,3,-0.6,-1
COC(=O)c1ccc(NC(=O)CCC(=O)c2ccc(F)cc2)cc1,-2,-1,-2,15,i,1,-7,-11,-1.8,-7
CSc1ccc(C2C3(C#N)C(N)=NC4(OCCO4)C23C#N)cc1 (stereo not given),9,0,-3,15,i,7,9,9,-1.7,-1
Cc1nc(CN(C)C(=O)c2ccccc2OC2CCN(S(C)(=O)=O)CC2)cs1,-4,0,2,4,i,-1,-4,-6,-0.8,10
CC(=O)N(C)N1c2ccccc2CCc2ccccc21,26,5,-5,-2,i,2,-4,13,-0.2,-5
CCOC(=O)Cc1ccc(Nc2nc(NC)nc3ccsc23)cc1,1,12,-1,5,i,0,nt,4,37,-5
Cc1cc(Br)cn2c(Cc3cccc(F)c3)c(-c3cccc(Br)c3)nc12,2,2,4,14,i,0,nt,-13,2.4,14
COc1ccc(OC)c(S(=O)(=O)Nc2ccccc2C(=O)N2CCCCC2)c1,5,4,-1,-8,i,-2,4,15,-0.6,1
O=C(Cc1nc2ccccc2[nH]1)c1ccc(Cl)cc1,1,-3,-5,10,i,6,-8,0,-0.9,1
COc1ccc(-c2cnnc(N/N=C/c3ccc(O)c(O)c3)n2)cc1,-12,0,10,-17,i,-1,-5,7,-1.2,10
O=C(COC(=O)c1ccccc1NC(=O)c1ccccc1)c1ccc([N+](=O)[O-])cc1,-15,3,-12,4,i,4,-12,16,3.6,-10
COc1ccc2c(c1)C(c1ccc([N+](=O)[O-])cc1)=NNC(c1ccco1)=N2,-18,2,-4,4,i,-4,-15,20,0.3,0
C[C@@H]1CN([C@@H](C)CO)C(=O)CCCn2nncc2CO[C@H]1CN(C)Cc1ccc(-c2ccccc2)cc1,4,-2,-4,1,i,2,nt,-9,-1.2,-1

# A draw from above in order of molecular weight, ascending:
SMILES,SUMO1-SIM PPI,MT1-MMP act inh,DNMT1 inh,SKN-1 inh,Rpn11 block,STEP block,Scp1 inh,NRP1-CendR mod,LMPTP inh,NadD inh
COc1ccc2c(c1)Cc1sc(NC(=O)c3ccco3)nc1-2,-4,1,-28,22,+,14,-6,7,2.6,-2
Cc1ccc(C(C)C)c(OCC(=O)Nc2ccc(Cl)cn2)c1,-3,-18,7,7,i,0,0,-4,3.9,16
COC(=O)c1ccc(NC(=O)CCC(=O)c2ccc(F)cc2)cc1,-2,-1,-2,15,i,1,-7,-11,-1.8,-7
COCCNC(=O)c1cccc(NC(=O)C2=C(C)OCCS2)c1,-1,-2,-1,10,i,-4,-6,3,-0.6,-1
CCOC(=O)Cc1ccc(Nc2nc(NC)nc3ccsc23)cc1,1,12,-1,5,i,0,nt,4,37,-5
COc1ccc2c(c1)C(c1ccc([N+](=O)[O-])cc1)=NNC(c1ccco1)=N2,-18,2,-4,4,i,-4,-15,20,0.3,0
COc1ccc(OC)c(S(=O)(=O)Nc2ccccc2C(=O)N2CCCCC2)c1,5,4,-1,-8,i,-2,4,15,-0.6,1
Cc1nc(CN(C)C(=O)c2ccccc2OC2CCN(S(C)(=O)=O)CC2)cs1,-4,0,2,4,i,-1,-4,-6,-0.8,10
C[C@@H]1CN([C@@H](C)CO)C(=O)CCCn2nncc2CO[C@H]1CN(C)Cc1ccc(-c2ccccc2)cc1,4,-2,-4,1,i,2,nt,-9,-1.2,-1

# Carrying on.
SMILES,SUMO1-SIM PPI,MT1-MMP act inh,DNMT1 inh,SKN-1 inh,Rpn11 block,STEP block,Scp1 inh,NRP1-CendR mod,LMPTP inh,NadD inh
CC(=O)Nc1ccc(S(=O)(=O)N(Cc2ccccc2)c2ccccc2F)cc1,6,-2,-1,2,i,2,-11,15,3.2,2
c1ccc2cc(CN3CCOCC3)ccc2c1,3,3,3,13,i,-2,-4,3,-0.3,2
CCOc1cc(C(=O)N2CCOCC2)ccc1OCc1ccccc1,-1,1,2,-30,i,2,-7,0,-0.6,4
O=C(c1cc2ccccn2n1)N1CCN(c2ccccn2)CC1,2,-5,6,-16,i,-2,-1,-4,0.1,4
CO[C@@H]1CN(C)C(=O)c2ccc(NC(=O)C3CCCC3)cc2OC[C@@H](C)N(Cc2ccc(F)cc2)C[C@H]1C,5,-5,nt,6,nt,nt,nt,9,-0.5,nt
O=C(OCc1ccccc1)c1cccc(-c2nnn(Cc3ccccc3)n2)c1,-1,-10,-6,13,i,0,-19,-3,3.0,0
Cn1c(SCc2ccc(Br)cc2)nnc1-c1ccncc1,3,4,3,12,i,-2,0,6,-0.5,-1
Cc1ccc(-c2nc(N)sc2CC(=O)OCC(=O)NCCC(C)C)cc1,12,-12,-9,6,i,3,4,-18,-2.4,9
COc1ccc(C(=O)NCC(=O)N/N=C/C(C)=C/c2ccco2)cc1OC,-8,-3,-6,-5,i,1,2,-8,1.1,9
CNC(=O)c1cccn1-c1ccsc1C(=O)OC,0,3,1,24,i,1,-7,-2,-1.1,-4
CN(C)/C=C(/C(=O)c1ccc(Cl)c(Cl)c1)c1nnnn1-c1ccccc1,3,0,-2,1,i,-1,-11,-15,0.0,-1
N#C/C(=C/c1cccc(C(F)(F)F)c1)c1nc(CCN2C(=O)c3ccccc3C2=O)cs1,-4,2,0,11,i,-1,-10,-7,4.8,5
N=C1C(c2ccccc2)=C(O)CN1c1ccc2c(c1)OCO2,3,2,1,3,i,-3,-11,3,-2.1,0
COc1ccc(-c2noc(CN(C)C(=O)c3ccc4c(c3)OCO4)n2)cc1,1,0,1,3,i,-3,-10,7,-0.6,0
CCCc1cc(=O)c2c(O)ccc(OC)c2o1,0,-5,0,-12,i,2,-9,10,0.4,-5
CCCn1c(N)c(C(=O)CN(C)CC(=O)Nc2ccccc2CC)c(=O)[nH]c1=O,0,-6,5,17,i,-3,-7,10,-0.4,-7
O=C(OCc1ccco1)c1cccnc1,0,-1,13,-1,i,-2,19,-8,-0.8,-3
COc1ccc(C(=O)ON=C2C=C(C)C(=O)C(C)=C2)cc1,-20,-30,8,-3,i,0,-6,10,1.9,-5
CN(CC(=O)O/N=C(\N)c1cccc([N+](=O)[O-])c1)S(=O)(=O)c1ccccc1,-23,6,-3,0,i,-1,-8,-4,1.0,-11
O=C(CN1C(=O)c2ccccc2S1(=O)=O)NCCSC1CCCCC1,1,nt,-2,27,i,-2,-5,4,2.9,10
CCc1cc(OCCCSc2nc(C)cc(=O)[nH]2)ccc1Cl,2,3,-1,11,i,2,1,-9,0.9,0
CCCCOCP(=O)(CCCC)COCCCC,0,0,3,5,i,10,-5,2,-2.5,0
O=c1cc(-c2ccc(O)cc2)oc2cc(O)c([C@@H]3O[C@H](CO)[C@@H](O)[C@H](O)[C@H]3O)c(O)c12,6,2,-2,20,i,-1,-13,0,-1.4,4
COCCn1c(N)c(C(=O)OCc2ccccc2)c2nc3ccccc3nc21,-6,1,-12,1,i,-2,3,-8,2.2,4
O=C(CCCOc1ccc(Cl)cc1)Nc1ccc(N2CCOCC2)cc1,-1,-1,-2,11,i,-1,-1,-8,-0.4,-2
COc1ccc(NC(=O)CC(c2ccc(F)cc2)c2ccc(OC(C)C)cc2)cc1 (stereo not given),5,2,3,0,i,-1,-9,-5,0.9,-8
COc1cccc(NC(=O)CCN2C(=O)c3cccc([N+](=O)[O-])c3C2=O)c1,-32,1,1,14,i,-2,-2,1,-1.1,-4
CCCCN(C(=O)CSc1ncnc2sccc12)c1c(N)n(Cc2ccccc2)c(=O)[nH]c1=O,2,-3,0,10,i,3,0,-19,-1.3,-3
CCS(=O)(=O)N1CCN(c2ccc([N+](=O)[O-])c(NCc3ccccc3)c2)CC1,-24,0,-1,0,i,0,-16,5,3.0,-2
N#CCCn1cc(/C=N/N=C2\NC(=O)C(CC(=O)O)S2)c(-c2ccc(F)cc2)n1 (stereo not given),-2,-4,3,-6,i,-1,-4,11,-1.2,-1
Cc1cc2cc(CCNC(=O)c3cccc([N+](=O)[O-])c3)c(=O)[nH]c2cc1C,-10,9,-1,6,i,1,-4,7,-0.9,-7
O=S(=O)(NCc1ccco1)c1ccc(Cl)nc1,1,3,0,3,i,4,-6,-1,0.1,-3
CN(C)C=NC(=O)c1cc(C(=O)c2ccc(Cl)cc2Cl)c[nH]1,1,-5,-3,12,i,-2,-6,10,0.3,-5
COc1ccc(-c2ccc3c(c2)S(=O)(=O)c2cccc(C(=O)N4CCN(C5CCCCC5)CC4)c2C3=O)cc1OC,-13,-38,-14,21,nt,0,-2,-86,3.1,14
O=C(O)c1ccc(CSc2ncnc3c2cnn3Cc2ccccc2)cc1,21,1,3,11,i,0,-11,-3,-0.2,-3
O=C(Nc1cc(S(=O)(=O)N2CCOCC2)ccc1Cl)c1cc2ccccc2o1,5,7,-1,-1,i,-1,-8,-4,-0.4,-12
C=Cc1ccc(CC2(C)C(=O)Nc3ccc(Cl)cc32)cc1 (stereo not given),0,-2,1,4,i,-3,nt,0,2.2,-2
